# Compound activity deposited in PubChem BioAssay by National Center for Advancing Translational Sciences (NCATS).
# HEK293 tox = cytotoxic in the GLP-1 receptor inverse agonist counter-screen. Potency, µM (series often up to 38.3 µM), without a hit: at the highest dose activity change, negative = inhibition, hits mostly inhibitors. AID 624418. HEK293 cAMP-luciferase reporter cells, luminescence, 24 h. 410,000 compounds, 0.13% hits;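 note: loss of luciferase light is scored as toxicity; potency is the fitted concentration of half-maximal effect; % is set by controls: 0 for no effect and ±100 for the full control effect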
#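 1536-well qHTS counterscreen of the MLSMR; 200 cells/uL, 12 h pre-incubation, 23 nL cpd, 24 h at 37 deg C 5% CO2, luciferase detection reagent, 12 min RT, luminescence. Inhibition = undesired.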
# MmCpn inh = blocks the Methanococcus maripaludis chaperonin Mm-Cpn | purified Mm-Cpn ATPase, ADP Transcreener TR-FRET | Potency, µM (titrated, usually from 76.9 µM), without a hit: at the highest dose activity, negative = inhibition, actives largely listed as inhibitors | 330,000 compounds, 0.031% hits; note: potency is the fitted concentration of half-maximal effect; % is set by controls: 0 for no effect and ±100 for the full control effect; nearly all actives have a fitted effect of over 80% in size
#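 ATPase turnover read by TR-FRET ADP competition (Eu cryptate antibody/ADP-d2, 665/590 nm): 10uM ATP final, 25nM Mm-CPN final, 30 min 37degC after 10-min compound preincubation, pH 7.4 Tris/KCl/MgCl2/DTT buffer.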
# Abeta rescue = restores growth of yeast expressing A-beta42 peptide; yeast expressing A-beta42, growth rescue, OD600, 48 h; response scale: 0% DMSO, 100% iron-clioquinol control; Potency, µM (top dose mostly 46.1 µM), for the others: at the top dose growth rescue, actives largely listed as activators; 410,000 compounds, 0.063% hits; AID 1347071; note: potency is the fitted concentration of half-maximal effect; nearly all actives have a fitted effect of over 55% in size
#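 Yeast growth medium received pinned compounds, then yeast cells expressing toxic A-beta were added; plates incubated at 30 C for 48 hr. Growth read as absorbance at 600 nm, normalized to DMSO and equimolar FeCl3 plus clioquinol controls.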
# aSyn yeast inh = alpha-synuclein toxicity inhibition in yeast; Potency, µM (series often up to 46.1 µM), without a hit: at the highest dose growth rescue (activation), hits mostly activators; Yeast expressing alpha-synuclein, growth rescue, BacTiter-Glo, 24 h; 370,000 compounds, 0.14% hits; note: potency is the fitted concentration of half-maximal effect; % of control where 0% means no effect; nearly all actives have a fitted effect of over 65% in size
#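 Readout is rescue of growth in alpha-synuclein-expressing yeast, so inhibitors of toxicity appear as activators. Growth after 24 hr at 30 deg C in galactose medium is quantified by luminescence.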
# GLP-1R inv ag = inverse agonists of human GLP-1 receptor; 410,000 compounds, 1.6% hits; AID 624417; HEK293 GLP-1R CRE-luciferase, luminescence, 24 h; GLP-1R form is constitutively active; Potency, µM (doses to about 38.3 µM), inactives show at the highest dose activity change, negative = inhibition, usual class: inhibitors; P43220; note: potency is the fitted concentration of half-maximal effect; % is set by controls: 0 for no effect and ±100 for the full control effect; nearly all actives have a fitted effect of over 55% in size
# Target sequence (P43220 whole entry, looked up): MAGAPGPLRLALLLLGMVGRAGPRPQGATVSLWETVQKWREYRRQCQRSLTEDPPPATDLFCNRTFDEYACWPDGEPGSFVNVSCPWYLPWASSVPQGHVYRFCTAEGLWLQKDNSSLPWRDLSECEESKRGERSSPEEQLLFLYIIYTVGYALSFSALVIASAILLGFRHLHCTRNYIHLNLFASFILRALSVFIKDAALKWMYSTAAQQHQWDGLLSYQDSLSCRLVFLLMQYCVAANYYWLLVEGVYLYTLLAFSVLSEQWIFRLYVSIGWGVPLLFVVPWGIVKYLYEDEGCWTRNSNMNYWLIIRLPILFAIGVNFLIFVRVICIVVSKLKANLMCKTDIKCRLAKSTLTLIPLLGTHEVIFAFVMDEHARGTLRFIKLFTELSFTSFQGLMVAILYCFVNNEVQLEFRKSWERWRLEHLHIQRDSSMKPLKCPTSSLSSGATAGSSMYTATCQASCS
#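 GLP-1R inverse agonism mode: basal reporter luminescence in engineered HEK293 cells measured after one day of compound exposure at 37 deg C, with a 12 min room-temperature detection step.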
# FUS suppressor = FUS proteinopathy suppression in yeast; Potency, µM (top dose mostly 76.6 µM), for inactives: at the highest dose growth rescue (activation), usual class: activators; 390,000 compounds, 0.24% hits; S. cerevisiae FUS-expressing, growth rescue, OD600, 24 h;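 note: potency is the fitted concentration of half-maximal effect; plate controls were DMSO vehicle for no effect and reference control for full effect; nearly all actives have a fitted effect of over 55% in size; some results filed as inactive show a strong effect at the top dose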
#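 Yeast expressing FUS under galactose induction, OD 0.005 in 2% galactose medium; compounds in a dilution series, 24 h at 30C. Growth rescue by absorbance at 600 nm; CP55940 positive control, DMSO negative.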
# TDP-43 yeast inh = inhibitors of TDP-43 toxicity in yeast | TDP-43 expressing yeast growth rescue, BacTiter-Glo, 24 h | Potency, µM (series often up to 46.1 µM), without a hit: top-dose growth rescue (activation), actives largely listed as activators | 410,000 compounds, 1.8% hits; note: potency is the fitted concentration of half-maximal effect; % of control where 0% means no effect; nearly all actives have a fitted effect of over 50% in size
#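 Luminescence from BacTiter-Glo reports growth of TDP-43-expressing yeast after 24 hr at 30 deg C with compound. Cells were raffinose-pregrown to mid-log, then seeded in galactose medium at OD600=0.02.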
# PTHR1 ag = activates the human parathyroid hormone receptor PTHR1; Q03431; HEK293 GP2 PTHR1 cells, GloSensor cAMP luminescence, 1 h; Potency, µM (highest dose often 115 µM), without a hit: at the top dose activation, usual class: activators; 410,000 compounds, 0.075% hits; AID 743266; note: potency is the fitted concentration of half-maximal effect; nearly all actives have a fitted effect of over 55% in size; some results filed as inactive show a strong effect at the top dose; inactives centre near -15; many of its hits are not listed in these tables
# Target sequence (Q03431 whole entry, looked up): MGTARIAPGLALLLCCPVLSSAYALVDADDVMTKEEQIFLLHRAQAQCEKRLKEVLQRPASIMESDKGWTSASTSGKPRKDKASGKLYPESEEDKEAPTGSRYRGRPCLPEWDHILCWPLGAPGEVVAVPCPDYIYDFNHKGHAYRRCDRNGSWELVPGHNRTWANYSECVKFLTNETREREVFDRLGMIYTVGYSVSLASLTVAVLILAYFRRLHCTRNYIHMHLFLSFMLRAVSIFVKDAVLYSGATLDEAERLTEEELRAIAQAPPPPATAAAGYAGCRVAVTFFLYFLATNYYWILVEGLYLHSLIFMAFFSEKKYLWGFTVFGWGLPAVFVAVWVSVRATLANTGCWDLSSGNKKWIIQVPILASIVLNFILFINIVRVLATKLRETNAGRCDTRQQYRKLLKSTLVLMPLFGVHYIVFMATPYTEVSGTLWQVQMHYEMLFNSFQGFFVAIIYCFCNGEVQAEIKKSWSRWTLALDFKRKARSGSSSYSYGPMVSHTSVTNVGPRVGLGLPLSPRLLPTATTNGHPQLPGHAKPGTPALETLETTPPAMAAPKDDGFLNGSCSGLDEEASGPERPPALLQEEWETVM
#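 HEK-293-derived GP2 cells expressing PTHR1 and a GloSensor cAMP reporter, 3,000/well, plated overnight, given luciferin plus IBMX (each 0.5 mM as added) for 1 h at 37 °C, then compound for 1 h at 37 °C. Luminescence was read after 15 min at room temperature.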
# Akt phos inh = Akt phosphorylation inhibition | activity change, % for hits at 50 µM | Neuro2A IGF-stimulated pAkt S473 HTRF, 20 min; stronger effect = lower value | 360,000 compounds, 0.32% hits; in the data active = activity change below about -80%; inconclusive = mostly about -51% to -80%; note: % is set by controls: 0 for no effect and ±100 for the full control effect
#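 Single-point screen (50 µM final compound) in Neuro2A cells stimulated 20 min with 6 nM IGF at 37 deg C. After lysis, Ser473-phosphorylated Akt read by HTRF (ex 330 nm, em 615/665 nm) as the 665/615 ratio.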
# * marks the source's active call; other numbers are inactive results; i = inactive; ? = inconclusive; nt = not tested or not shown; & = joins results of further samples; ! = not confirmed by another sample; [ ] = remark or other dose. Unless noted, calls come from the whole dose curve; as a rule, active = well fitted curve in the direction sought with a large enough effect; inconclusive = small, poorly fitted or top-dose-only effect, or another doubt; inactive = no such curve, though single readings can be large; an effect the other way counts as inactive or inconclusive. This is a subset; count on the stated rates, not on these rows.
SMILES,HEK293 tox,MmCpn inh,Abeta rescue,aSyn yeast inh,GLP-1R inv ag,FUS suppressor,TDP-43 yeast inh,PTHR1 ag,Akt phos inh
Cc1ccccc1N1C(=O)CC(=O)NC1=O,-10%,1%,5%,4%,6%,23%,0%,-9%[57.5 µM],i
CC(C)CN1Cc2cc(-c3ccccc3)ccc2-n2nncc2C1,4%,nt,-21%,6%,-5%,-9%,-1%,-4%,i
CCn1cc(C(=O)N2CCCCC2)c2ccccc21,-3%,2%,18%,3%,?,2%,19%,-3%,i
C=C1[C@@H](OC(C)=O)[C@]23C[C@@H]1[C@@H](OC(C)=O)CC2[C@]12C4C[C@H]3[C@H]1N(CC)C[C@]4(C)CC[C@@H]2O (stereo partly specified),-22%,nt,-4%,-6%,?,-2%,5%,4%,i
Cc1ccc(N2CC(C(=O)Nc3cc(S(=O)(=O)N4CCCCC4)ccc3C)CC2=O)cc1 (stereo unspecified),2%,nt,-6%,-3%,?,43%,3%,-73%[inhibitor],i
O=C(Nc1cccnc1)c1c(O)c2c(n(Cc3ccccc3)c1=O)CCCC2,-5%,-6%,38%,-17%,-18%,-12%,?,-13%[57.5 µM],i
Cn1c(C(=O)O)c(CC(=O)N2CCN(Cc3ccccc3)CC2)c2ccccc21,6%,-3%,6%,-1%,-9%,13%,14%,3%,i
CCCC(C)c1nnc(NC(=O)CCS(=O)(=O)c2ccccc2)s1 (stereo unspecified),-6%,1%,-9%,-39%[inhibitor],-28%,-8%,-13%,-18%,i
CCC(=O)OC1(c2ccccc2)CCN(C)CC1C (stereo unspecified),-12%[7.66 µM],-3%,-4%,2%,-15%[7.66 µM],-20%,?,i,i
O=C1NC(=O)N(c2ccc3c(c2)OCO3)C(=O)/C1=C\c1ccc(N2CCCCC2)o1,15%,3%,-7%,-2%,-2%,nt,16%,i,i
Cc1cc(/C=C2\C(=O)NC(=O)N(c3ccc(Br)cc3)C2=O)c(C)n1-c1cc(C(=O)O)cc(C(=O)O)c1,0%,-1%,-7%,-19%,2%,?,-7%,i,i
N=c1c2c(ncn1Cc1ccco1)Oc1ccc3ccccc3c1C2c1ccccc1 (stereo unspecified),?,-9%,-39%[inhibitor],-15%,?,9%,-14%,-8%,i
COC(=O)C1=C(C)N(Cc2ccccc2)C(=NCc2cccc(C(F)(F)F)c2)N[C@H]1c1cccc(F)c1,22µM*,0%&-4%,23%,-37%[inhibitor],?,34%,14%,-14%,i
Cc1cc(N=Nc2ccccc2C)ccc1N,-21%,nt,-23%,0%,10µM*,-1%,22%,-23%,i
O=C(CN1c2ccccc2Sc2ccccc21)NNC(=O)Nc1ccc(Cl)cc1,?,2%,1%,-7%,1.4µM*,11%,-1%,-31%[inhibitor],i
O=Cc1c(NCc2ccc(Cl)cc2)c2ccccc2[nH]c1=O,1%,1%,26%,14%,2%,7%,?,i,i
COc1ccc(C2CC(c3c(O)n(CCc4ccccc4)c(=O)[nH]c3=O)=NN2)cc1OC (stereo unspecified),-15%,1%,22%,-9%,7%,22µM*,-1%,-4%,i
CCCNC(=O)N1[C@H]2CC[C@@H]1C(C(=O)OC)=C(c1cccc(Cl)c1)C2,-13%,-1%,-2%,-2%,17%,-9%,?,i,i
COc1cccc(NP2(=O)OCC(C)([N+](=O)[O-])CO2)c1 (stereo unspecified),3%,nt,9%,-1%,-7%,nt,3%,-20%,i
CCCCN(CC)CCCNC(=O)c1ccc2c(c1)N(Cc1ccc(C)cc1)C(=O)c1ccccc1S2,?,nt,20%,nt,?,35%,20%,-34%[inhibitor],nt
CC(Cc1ccccc1)/[N+]([O-])=C\c1ccc(C(F)(F)F)cc1 (stereo unspecified),7%,2%,2%,-20%,?,6%,0%,-3%,i
COc1ccc(C(c2c(O)c3ccccc3oc2=O)c2c(C)n(C)n(-c3ccccc3)c2=O)cc1 (stereo unspecified),-5%&-2%,-2%,-3%&9%,-1%,-12%&-22%,25%&62%,22µM*!,-29%&9%,i
Cc1ccc(-c2cc(-c3ccc(C)cc3)[n+](-c3ccc(C(=O)O)cc3)c(-c3ccc(C)cc3)c2)cc1,-2%,1%,-6%,2%,18%,-9%,0%,nt,i
CN(C)C(=O)Oc1cccc(NC(=O)c2ccccc2C(F)(F)F)c1,2%,1%,-19%,-2%,-15%,1%,-9%,-9%,i
CN(C)C1(CNC(=O)c2cc(S(=O)(=O)N3CCOCC3)c(Cl)cc2Cl)CCCCC1,-3%,-1%,-7%,0%,-27%,-6%,14%,i,i

# Next part; it opens with the 4 that closed the last part.
SMILES,HEK293 tox,MmCpn inh,Abeta rescue,aSyn yeast inh,GLP-1R inv ag,FUS suppressor,TDP-43 yeast inh,PTHR1 ag,Akt phos inh
COc1ccc(C(c2c(O)c3ccccc3oc2=O)c2c(C)n(C)n(-c3ccccc3)c2=O)cc1 (stereo unspecified),-5%&-2%,-2%,-3%&9%,-1%,-12%&-22%,25%&62%,22µM*!,-29%&9%,i
Cc1ccc(-c2cc(-c3ccc(C)cc3)[n+](-c3ccc(C(=O)O)cc3)c(-c3ccc(C)cc3)c2)cc1,-2%,1%,-6%,2%,18%,-9%,0%,nt,i
CN(C)C(=O)Oc1cccc(NC(=O)c2ccccc2C(F)(F)F)c1,2%,1%,-19%,-2%,-15%,1%,-9%,-9%,i
CN(C)C1(CNC(=O)c2cc(S(=O)(=O)N3CCOCC3)c(Cl)cc2Cl)CCCCC1,-3%,-1%,-7%,0%,-27%,-6%,14%,i,i
COC(=O)c1ccc(CN2CCN(Cc3ccccc3)CC2)cc1,5%,-2%,-13%,1%,-8%,22%,-20%,i,i
Clc1ccc(COC(Cn2ccnc2)c2ccc(Cl)cc2Cl)cc1 (stereo unspecified),-21%,1%,0%,?,?,6%,?,-84%[inhibitor],i
C1=NCCc2c1[nH]c1ccccc21,?,nt,-10%,0%,?,7%,-19%,-47%[inhibitor],i
C[C@]12CCC3C(CC[C@H]4C[C@H](O)CC[C@]34C)C1CCC2=O (stereo partly specified),5%,-1%,-3%,9%,76%[activator],11%,26%,i,i
CC(C)OCc1cc(CN2CCN(c3cccc(C(F)(F)F)c3)CC2)c(O)c2ncccc12,?,nt,-10%,nt,?,23%,0%,i,nt
CC(C)c1cccc(C(C)C)c1OCCn1ccnc1,13%,0%,-10%,-2%,?,nt,-19%,-5%,i
COC(=O)C1=C(c2ccc(OC(F)(F)F)cc2)C[C@@H]2CC[C@H]1N2C(=O)NCCCOC(C)C,-7%,3%,-13%,-3%,?,39%,2%,-27%,i
Cc1ccc(Cn2ncc(Cl)c(Cl)c2=O)cc1,?,-4%,-11%,1%,-6%,nt,?,-31%[inhibitor],i
O=C(c1ccc2c(c1)OCO2)C1CCCN(Cc2ccccn2)C1 (stereo unspecified),?,-7%,-4%,-5%,?,-3%,-12%,8%,i
CC(=NCC1CCCO1)c1c(O)n(-c2ccc(Cl)cc2)c(=O)[nH]c1=O (stereo unspecified),2%,-6%,2%,-8%,1%,21%,?,-3%[57.5 µM],i
CCN(CC)c1ccc(CNCCc2ccc(F)cc2)cc1,?,0%,14%,-8%,?,7%,-2%,-9%,i
Cc1ccc2nc(-c3ccncc3)cc(C(=O)N3CCC4(CC3)OCCO4)c2c1,8%,2%,-10%,0%,2%,5%,1%,i,i
Cn1ccnc1P(=S)(c1nccn1C)c1nccn1C,-2%,-2%,1%,-6%,6%,-14%,-12%,-10%[57.5 µM],i
COc1ccc(N2C(=O)/C(=C/c3ccco3)C(=O)NC2=S)cc1,-3%,-4%,11%,6%,1%,-5%,-9%,-47%[inhibitor],i
COc1ccc(-n2nnnc2C(CCc2ccccc2)N2CCC3(CC2)C(=O)NCN3c2ccccc2)cc1 (stereo unspecified),-12%,nt,-6%,5%,?,?,21%,-23%,i
COCCn1c(O)c(/C=N/NC(=O)CSC(=S)N2CCCC2)c(=O)[nH]c1=S,4%,2%,1%,12%[1.84 µM],4%,24%,9%,-2%,i
Cc1ccc(-n2nc(C)c3c2NC(=O)CSC3c2ccc3c(c2)OCO3)cc1 (stereo unspecified),4%,-1%,-28%,7%,-25%,40%,6%,-9%,i
Cc1ccc(Cl)c2sc(NC(=O)c3ccc(S(=O)(=O)N4CCCC4)cc3)nc12,19%,nt,-13%,3%,9%,-14%,8%,-76%[inhibitor],nt
CN(C)C(=O)Oc1c(Cl)cc(Cl)c2cccnc12,-7%,-1%,1%,-3%,0%,-6%,19%,i,i
O=c1[nH]c(=S)[nH]c(O)c1CN1CCCCC1,6%,0%,0%,-10%,12%,nt,-4%,-11%,i

# Full records, looked up by structure. Values in the order: HEK293 tox | MmCpn inh | Abeta rescue | aSyn yeast inh | GLP-1R inv ag | FUS suppressor | TDP-43 yeast inh | PTHR1 ag | Akt phos inh
# Record of Cc1ccc(Cn2ncc(Cl)c(Cl)c2=O)cc1 → ? | -4% | -11% | 1% | -6% | nt | ? | -31%[inhibitor] | i
# Record of Cc1ccc(Cl)c2sc(NC(=O)c3ccc(S(=O)(=O)N4CCCC4)cc3)nc12 → 19% | nt | -13% | 3% | 9% | -14% | 8% | -76%[inhibitor] | nt
